Salmonella PhoP GFP – inhibitors of PhoP regulon expression, primary screen, Salmonella Typhimurium, GFP reporter (AID 1863); S. Typhimurium PhoP-regulated promoter GFP reporter, 4 h; higher % means a stronger effect; 300,000 compounds, 0.16% hits; one-dose inhibition, % at 50 µM; IC50 in µM for titrated hits;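 active means inhibition over 29.93%, a cutoff 3 SD above the screen mean, later confirmed by dose response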;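 further: 0% = low Mg2+ inducing control and 100% = high Mg2+ repressing control; strong numbers were not always called active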
GPR35 antagonists – GPR35 antagonists blocking zaprinast-driven arrestin recruitment, primary screen, imaging, U2OS, beta-arrestin-GFP, zaprinast agonist (AID 2058); G-protein coupled receptor 35 (Homo sapiens); U2OS GPR35 beta-arrestin-GFP translocation imaging, zaprinast antagonism; higher % means a stronger effect; inhibition, % at 10 µM; hits with a dose series show IC50 in µM; 290,000 compounds, 0.052% hits;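 active means inhibition of at least 50% with at least 30 cells and total cytoplasm GFP at most 10,000,000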
West Nile antiviral – West Nile virus antiviral activity, cell-based, CPE readout (AID 1621); 290,000 compounds, 0.02% hits; CPE inhibition, % at 10 µM, or IC50 in µM where a hit was titrated; West Nile virus-infected cells, CPE inhibition; higher % means a stronger effect; in the data active means a potency from the dose series; further: strong numbers were not always called active
GPR55 beta-arrestin – GPR55 agonists via beta-arrestin recruitment, primary screen, imaging, U2OS cells, beta-arrestin-GFP redistribution (AID 1961) | one-dose activation, % at 10 µM; EC50 in µM for titrated hits | 290,000 compounds, 0.048% hits | U2OS GPR55 beta-arrestin-GFP redistribution imaging; higher % means a stronger effect | G-protein coupled receptor 55 (Homo sapiens);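 active means activation above 40% with more than 50 cells counted in the well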;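 further: U2OS osteosarcoma cells stably expressing GPR55 and beta-arrestin-GFP; plate controls were DMSO negative control for no effect and LPI positive control for full effect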
KOR beta-arrestin-1 – KOR agonists, beta-arrestin recruitment, primary screen, cell-based, luminescence, uHTS (AID 1777); one-dose activation, % at 10 µM; EC50 in µM for titrated hits; KOR beta-arrestin recruitment, luminescence; higher % means a stronger effect; 280,000 compounds, 0.02% hits; in the data active means activation above about 50%, passing the limit was not always enough; further: a part of the inactive calls stands beside numbers as strong as those of hits
T cell modulator – modulators of CD8 T cell-vesicle binding, primary screen, mouse 2C CD8+ T cells, flow cytometry. 2C CD8+ T cell-vesicle binding; active compounds read low. calls only at 7 µM. 330,000 compounds, 0.068% hits. AID 2052, 2009;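 active means response, share of CD8 T cells binding vesicles, and their 90th percentile fluorescence all below set limits, cut at about 80% in these data, passing the limit was not always enough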
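Material: murine 2C transgenic CD8+ T lymphocytes / Also added: QL9-peptide-loaded Drosophila micro-vesicles bearing Ld, ICAM-1 and B7-1 / Schedule: binding step 1.5 h, 37 °C, antibody labelling 20 min, ice / Signal: flow cytometry, PE anti-B7-1 (FL2) versus Alexa647 anti-CD8 (FL8), PFA-fixed / Evaluation: percent CD8+ FL2 mean versus row control / Benchmarks: naked versus QL9-loaded vesicles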
NTR1 ag – agonists of NTR1, primary screen, imaging, U2OS cells, beta-arrestin-GFP, high content (AID 493036); NTR1-U2OS beta-arrestin-GFP spot imaging, agonist mode; activation, % at 20 µM; 330,000 compounds, 0.17% hits;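 active means activation at or above 40% of the spot to cytoplasm intensity ratio, with at least 20 cells analyzed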;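 further: 0% = DMSO without peptide and 100% = 100 nM NTR1 peptide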
Target sequence (P30989 whole entry, looked up): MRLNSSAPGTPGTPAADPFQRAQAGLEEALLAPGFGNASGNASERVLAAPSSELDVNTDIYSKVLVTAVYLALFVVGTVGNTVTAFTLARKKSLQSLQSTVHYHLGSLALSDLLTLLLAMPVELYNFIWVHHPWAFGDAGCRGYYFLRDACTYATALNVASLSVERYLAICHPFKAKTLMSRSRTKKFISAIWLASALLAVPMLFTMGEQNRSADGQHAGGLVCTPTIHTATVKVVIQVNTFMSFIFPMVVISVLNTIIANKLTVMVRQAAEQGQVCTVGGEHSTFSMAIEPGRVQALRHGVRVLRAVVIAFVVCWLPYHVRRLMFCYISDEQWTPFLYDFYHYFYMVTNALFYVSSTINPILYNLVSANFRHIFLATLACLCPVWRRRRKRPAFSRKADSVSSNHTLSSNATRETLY
KOR beta-arrestin-2 – KOR antagonists, beta-arrestin recruitment, cell-based, luminescence, uHTS (AID 1778) | Kappa-type opioid receptor (Homo sapiens) | KOR beta-arrestin recruitment, luminescence, antagonist mode; higher % means a stronger effect | inhibition, % at 10 µM; hits with a dose series show IC50 in µM | 290,000 compounds, 0.091% hits; in the data active means inhibition above about 50%; further: strong numbers were not always called active
GPR55 LPI antagonism – GPR55 antagonists blocking LPI-driven arrestin recruitment, primary screen, imaging, U2OS, beta-arrestin-GFP, LPI agonist (AID 2013); one-dose inhibition, % at 10 µM; IC50 in µM for titrated hits; U2OS GPR55 beta-arrestin-GFP translocation imaging, LPI antagonism; higher % means a stronger effect; 290,000 compounds, 0.13% hits; G-protein coupled receptor 55 (Homo sapiens);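 active means spots per cell inhibited over 60%, with over 100 cells counted and total cytoplasm intensity under 500,000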;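 further: U2OS cells stably carrying GPR55 and arrestin-GFP stimulated by 5 µM LPI near EC80; imaged beta-arrestin-GFP aggregate spots per cell after agonist stimulation; plate controls were LPI-stimulated DMSO wells for no effect and DMSO wells without LPI for full effect; some results filed as inactive read as strong as hits; confirmed hits need IC50 under 10 µM and bright autofluorescent wells are also inconclusive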
T cell modulator vesicle-bound % – recorded beside T cell modulator, whose call it bears; double positive events, %; measured here: CD8+ vesicle-bound cell fraction;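 binding gate set so that unloaded-vesicle control wells show 10% double positive cells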
NTR1 ag cell count 20 µM – recorded beside NTR1 ag, whose call it bears; cell count; measured here: cell count, cytotoxicity flag
* hit, by the source's call; i = inactive; nt = no result given; [ ] = another dose, or the depositor's remark.

SMILES | Salmonella PhoP GFP | GPR35 antagonists | West Nile antiviral | GPR55 beta-arrestin | KOR beta-arrestin-1 | T cell modulator | T cell modulator vesicle-bound % | NTR1 ag | NTR1 ag cell count 20 µM | KOR beta-arrestin-2 | GPR55 LPI antagonism
CCOc1ccccc1NC(=O)c1cnc2n(c1=O)CCS2 | 4% | -1% | -0.1% | -0.2% | -3.3% | i | 11 | 0.5 | 35 | -15% | 0%
Clc1ccc(CNc2ccc(CNc3ncn[nH]3)cc2)c(Cl)c1 | -5% | -17% | -0.2% | -0.1% | 6.5% | i | 18 | 0.5 | 60 | 18% | -4%
CC(=O)c1c(C)nc(Nc2nc3ccccc3s2)nc1C | 2% | -3% | 0.7% | 0.0% | -0.8% | i | 28 | 1.2 | 43 | 6% | 5%
CCC(=O)Nc1cc(C(=O)OCC(=O)c2ccccc2)ccc1C | -7% | -3% | -0.1% | -0.2% | -3.3% | i | 7 | -0.9 | 71 | -5% | 11%
CC(NC(=O)c1ccco1)C(=O)N1CCN(C(c2ccccc2)c2ccccc2)CC1 (centres undefined) | -6% | -1% | -1.2% | 0.0% | -0.7% | i | 13 | 0.2 | 60 | 8% | 20%
Oc1ccc(Nc2ccnc3cc(Cl)ccc23)cc1 | 6% | -4% | -0.6% | 0.0% | 4.5% | i | 30 | 8.5 | 79 | 25% | 7%
Cc1ccc(-n2nc3c(c2NC(=O)CC(C)C)CS(=O)(=O)C3)cc1 | -6% | -6% | -0.1% | 0.1% | -5.4% | i | 10 | -0.3 | 66 | 4% | 6%
CC1(C(=O)NC2CCCC2)CCC(=O)N1Cc1ccccc1 (centres undefined) | 9% | 6% | -0.3% | -0.1% | -1.1% | i | 28 | 1.7 | 80 | 19% | 11%
Cn1c(N)c(C(=O)COC(=O)CCCN2C(=O)c3ccccc3C2=O)c(=O)n(C)c1=O | -3% | -8% | 0.0% | 1.0% | -4.4% | i | 42 | 3.5 | 67 | 17% | 8%
CC(C(=O)NC(=O)NC1CCCCC1)N1CCN(c2ccccn2)CC1 (centres undefined) | -2% | -14% | -1.5% | -0.1% | 12% | i | 32 | -0.5 | 80 | -43% | 8%
O=C(O)c1cc(N/N=C/c2c(O)ccc3ccccc23)ccc1Cl | -9% | 4% | 0.0% | -0.1% | 0.7% | i | 48 | 0.3 | 108 | -31% | -9%
CCN(CC)C(=O)CC(c1ccc(F)cc1)c1ccco1 (centres undefined) | 0% | -1% | -0.2% | -0.1% | -4.1% | i | 43 | 0.8 | 54 | 14% | 5%

An excerpt of these results, tab-delimited.
SMILES	Salmonella PhoP GFP	GPR35 antagonists	West Nile antiviral	GPR55 beta-arrestin	KOR beta-arrestin-1	T cell modulator	T cell modulator vesicle-bound %	NTR1 ag	NTR1 ag cell count 20 µM	KOR beta-arrestin-2	GPR55 LPI antagonism
CCOc1ccccc1NC(=O)c1cnc2n(c1=O)CCS2	4%	-1%	-0.1%	-0.2%	-3.3%	i	11	0.5	35	-15%	0%
Clc1ccc(CNc2ccc(CNc3ncn[nH]3)cc2)c(Cl)c1	-5%	-17%	-0.2%	-0.1%	6.5%	i	18	0.5	60	18%	-4%
CC(=O)c1c(C)nc(Nc2nc3ccccc3s2)nc1C	2%	-3%	0.7%	0.0%	-0.8%	i	28	1.2	43	6%	5%
CCC(=O)Nc1cc(C(=O)OCC(=O)c2ccccc2)ccc1C	-7%	-3%	-0.1%	-0.2%	-3.3%	i	7	-0.9	71	-5%	11%

Remaining list, next part
SMILES | Salmonella PhoP GFP | GPR35 antagonists | West Nile antiviral | GPR55 beta-arrestin | KOR beta-arrestin-1 | T cell modulator | T cell modulator vesicle-bound % | NTR1 ag | NTR1 ag cell count 20 µM | KOR beta-arrestin-2 | GPR55 LPI antagonism
O=C(NCc1ccco1)C1CCN(S(=O)(=O)c2cccc([N+](=O)[O-])c2)CC1 | 5% | -11% | 0.0% | 0.0% | 4.0% | i | 36 | -1.4 | 54 | 7% | -1%
Cc1ccc(C)c(-n2nnnc2SCC(=O)Nc2cccc(-c3nnc4n3CCCCC4)c2)c1 | -1% | 11% | 0.2% | -0.6% | nt | i | 29 | -1.2 | 92 | -47% | -4%
CCN(CC)S(=O)(=O)c1cccc(NC(=O)CCNC(=O)c2ccc([N+](=O)[O-])cc2)c1 | -2% | 13% | 0.1% | -0.1% | -0.9% | i | 45 | -0.8 | 63 | 46% | 2%
CCC(C)c1ccccc1NC(=O)CN1CCN(C/C=C/c2ccccc2)CC1 (centres undefined) | 3% | -14% | -2.0% | 0.1% | 14% | i | 58 | 0.6 | 104 | -53% | 4%
CC(C)c1ccc(C(C)NC(=S)NC2CCCCC2)cc1 (centres undefined) | 3% | -4% | 1.0% | -0.1% | 2.0% | i | 70 | 5.3 | 66 | 1% | 5%
CCOC(=O)CSc1nc(C)c2ccc(C)cc2n1 | 1% | 2% | 0.2% | 0.2% | -4.7% | i | 55 | 0.4 | 49 | -36% | 11%
Cc1ccc(NCc2ccccc2O)c(C)c1 | -2% | -22% | -0.6% | -0.6% | -1.1% | i | 46 | -0.6 | 50 | -6% | 5%
CCCCN1C(=O)N(c2nnc(C(C)(C)C)s2)C(O)C1c1ccc(C)cc1 (centres undefined) | -12% | -2% | -1.1% | 0.3% | 2.9% | i | 40 | 3.3 | 64 | 26% | 12%
O=S(=O)(NC(=S)NC1CCCCC1)c1ccc(Br)cc1 | 3% | 3% | 1.0% | 0.4% | -3.5% | i | 41 | 1.8 | 68 | 7% | 16%
CCOC(=O)Nc1nc(-c2ccc(F)cc2F)cs1 | 8% | 8% | -0.6% | 0.1% | 0.5% | i | 29 | 0.1 | 56 | 11% | -2%
O=C(Oc1ccc2c(=O)c(Oc3ccc4ccccc4c3)coc2c1)c1ccco1 | 3% | 18% | -0.9% | -0.1% | -6.1% | i | 42 | -1.5 | 98 | 23% | 12%
CCCCCOc1ccc(/C(C)=N/NC2=NCCN2)cc1 | 1% | 6% | 0.1% | 0.5% | -1.5% | i | 54 | 1.2 | 69 | 10% | 21%
O=C(O)c1ccc(Nc2nc(-c3ccccc3)nc3ccccc23)cc1 | -6% | -2% | 1.2% | 0.0% | -1.7% | i | 62 | 3.4 | 89 | -42% | 5%
Nn1c(COc2ccc(Cl)cc2)n[nH]c1=S | -2% | -5% | 0.1% | 0.4% | -0.7% | i | 33 | 0.5 | 38 | -3% | 7%
O=C(CSC1=NCCN1)Nc1cccc(C(F)(F)F)c1 | -7% | 6% | -0.8% | -0.1% | -4.1% | i | 62 | 2.1 | 67 | -11%[20 µM] | 8%
COc1ccc(NC(=O)C(=O)NCCCn2ccnc2)cc1 | -4% | 4% | 0.4% | -0.1% | nt | i | 55 | -0.5 | 79 | 14%[20 µM] | -6%
O=C(O)c1ccc(F)c(S(=O)(=O)Nc2ccccc2Cl)c1 | -7% | 5% | 1.1% | 0.0% | -4.1% | i | 45 | -0.4 | 72 | -64% | 11%
Cc1cc(=O)oc2cc(OC(C)C(=O)N3CCOCC3)ccc12 (centres undefined) | -4% | 2% | -0.2% | -0.2% | -5.3% | i | 33 | 2.7 | 74 | -7% | -2%
O=C(COC(=O)c1ccc(S(=O)(=O)NCc2ccco2)cc1)NC1CCCCCC1 | -1% | -8% | 0.4% | 0.0% | 5.4% | i | 22 | 0.4 | 79 | -30% | 5%
CCOC(=O)N1CCN(S(=O)(=O)c2ccc(C(=O)Nc3ccc4c(c3)C(=O)NC4=O)cc2)CC1 | -11% | nt | 0.8% | -0.3% | 1.8% | i | 59 | 4.8 | 81 | -24% | 1%
CN(C)c1nc(N(C)C)nc(N(C#N)CN2C(=O)c3ccccc3C2=O)n1 | 9% | -9% | -0.1% | -0.2% | 7.3% | i | 27 | 0.6 | 48 | -12% | -7%
CC(=O)c1cccc(NC(=O)C2C3C=CC(C4CC34)C2C(=O)O)c1 (centres undefined) | -1% | 3% | 0.0% | -0.2% | -3.6% | i | 49 | 0.2 | 54 | -13% | 12%
O=C(O)c1cccc([N+](=O)[O-])c1C(=O)Nc1cccc2ccccc12 | 6% | -4% | 0.4% | 0.0% | -6.7% | i | 16 | -1.2 | 40 | -2%[20 µM] | 2%
COc1ccc(CNC(=O)c2cncc(Br)c2)cc1 | 8% | 3% | -0.8% | 0.0% | 3.1% | i | 26 | 3.1 | 53 | -4% | -2%
COCCCN1C(=O)C(=O)/C(=C(/O)c2ccc(S(=O)(=O)N3CCCCC3)cc2)C1c1ccc(OC)cc1 (centres undefined) | -4% | -11% | 0.3% | 0.2% | 4.2% | i | 12 | 3.7 | 60 | 12% | 3%
CC(C)(C)Nc1ncnc2sc(-c3ccccc3)cc12 | -5% | 5% | -0.7% | -0.2% | 3.0% | i | 27 | 13 | 87 | -85% | 9%
Cc1ccc(NC(=O)CN2CCN(C(=O)c3ccco3)CC2)cc1 | 9% | -9% | -0.1% | 0.1% | -4.5% | i | 19 | 0.8 | 34 | -20% | -2%
CCCC(NC(=O)C(C)NC(=O)CO/N=C1\C=C2CCC3C4CCC(C(C)=O)[C@@]4(C)CCC3[C@@]2(C)CC1)C(=O)O (some centres undefined) | 11% | -9% | -0.6% | 0.6% | 1.9% | i | 48 | -1.2 | 73 | 24% | 3%
O=c1c(F)cn(C2CCCO2)c(=O)n1Cc1ccc(Cl)cc1 (centres undefined) | -8% | 16% | 0.1% | 0.0% | nt | i | 54 | 3.0 | 57 | -23%[20 µM] | 7%
COCCNC(=O)C(c1ccc(C)cc1)N(C(=O)CCC(=O)Nc1ccccn1)c1ccccc1C (centres undefined) | -8% | -4% | -0.3% | 0.2% | 4.3% | i | 46 | -1.1 | 56 | -13% | 9%
CCOC(=O)/C=C/C(=O)Nc1ccc(S(=O)(=O)N(C)c2ccccc2)cc1 | 0% | -5% | -0.7% | 0.5% | -4.1% | i | 34 | 4.3 | 88 | 4% | -3%
